# TNAP activation fold: stimulation of alkaline phosphatase TNAP activity – biochemical, luminescent, no phosphate acceptor, uHTS, primary screen (AID 1001) | activation fold at 20 µM; hits with a dose series show EC50 in µM | hit rate 0.03% among 200,000 | purified TNAP, luminescent activation assay, no phosphate acceptor; higher activation fold means a stronger effect; in the data active means activation fold from about 3, or a potency from the dose series; inactive means the rest, 99 in 100 with activation fold below about 1.6; further: many of its hits are not listed in these tables
# NOD2 inhibition: inhibition of NOD2-driven NF-kB reporter – cell-based, luminescence, uHTS, HEK293 (AID 1566). one-dose inhibition, % at 4 µM; EC50 in µM for titrated hits. hit rate 0.63% among 290,000. HEK293 NOD2/NF-kB luciferase reporter, luminescence; higher % means a stronger effect; further: many of its hits are not listed in these tables
# GPR55 beta-arrestin: GPR55 agonists via beta-arrestin recruitment, primary screen, imaging, U2OS cells, beta-arrestin-GFP redistribution (AID 1961); activation, % at 10 µM; hits with a dose series show EC50 in µM; U2OS GPR55 beta-arrestin-GFP redistribution imaging; higher % means a stronger effect; hit rate 0.048% among 290,000;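 active means activation above 40% with more than 50 cells counted in the well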;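 further: U2OS osteosarcoma cells stably expressing GPR55 and beta-arrestin-GFP; plate controls were DMSO negative control for no effect and LPI positive control for full effect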
# NTR1 ag: NTR1-driven beta-arrestin-GFP spot formation – imaging, U2OS cells, high content, primary screen (AID 493036); P30989; agonist mode; activation, % at 20 µM; hit rate 0.17% among 330,000;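 active means activation at or above 40% of the spot to cytoplasm intensity ratio, with at least 20 cells analyzed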;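 further: 0% = DMSO without peptide and 100% = 100 nM NTR1 peptide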
# Target sequence (P30989 whole entry, looked up): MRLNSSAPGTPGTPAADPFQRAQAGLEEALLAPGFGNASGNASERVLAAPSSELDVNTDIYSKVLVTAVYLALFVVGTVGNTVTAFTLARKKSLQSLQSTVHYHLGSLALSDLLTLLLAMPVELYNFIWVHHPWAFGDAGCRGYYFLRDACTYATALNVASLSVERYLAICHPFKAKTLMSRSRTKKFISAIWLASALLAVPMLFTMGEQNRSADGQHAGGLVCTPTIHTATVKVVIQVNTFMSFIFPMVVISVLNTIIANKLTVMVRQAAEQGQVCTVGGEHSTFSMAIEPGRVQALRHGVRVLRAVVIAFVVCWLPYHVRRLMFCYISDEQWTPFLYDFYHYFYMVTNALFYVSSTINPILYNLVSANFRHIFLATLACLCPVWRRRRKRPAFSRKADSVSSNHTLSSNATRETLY
# ER stress rescue: protection against thapsigargin-triggered cell killing – 384-well, CSM14.1, ATP luminescence, primary screen (AID 1222); CSM14.1 thapsigargin-induced death rescue, ATP luminescence; higher % means a stronger effect; cellular ATP content (survival), % at 20 µM, or EC50 in µM where a hit was titrated; 190,000 tested, under 10 active;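 active means EC50 below 50 µM in the dose-response confirmation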;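 further: death triggered by thapsigargin at about 15 µM added after 2 h compound pretreatment; cell ATP read after overnight thapsigargin exposure of roughly 18 to 22 hours; normalized against plate controls of thapsigargin alone and 5% DMSO vehicle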
# KOR beta-arrestin-1: KOR antagonists, beta-arrestin recruitment, cell-based, luminescence, uHTS (AID 1778); inhibition, % at 10 µM, or IC50 in µM where a hit was titrated; KOR beta-arrestin recruitment, luminescence, antagonist mode; higher % means a stronger effect; hit rate 0.091% among 290,000; further: strong numbers were not always called active
# Yfh1-off respiration: mitochondrial function rescue without frataxin homolog – Friedreich's ataxia, plus single-dose screen, dose response (AID 1465); S. cerevisiae Yfh1-off respiration, WST-1 reduction, 72 h; higher fold induction means a stronger effect; one-dose fold induction at 50 µM; EC50 in µM for titrated hits; hit rate 0.074% among 220,000;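 active means fold induction of absorbance versus untreated yeast above a set limit, then at least 30% activation at any dose in follow-up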;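 further: activators that raise dye reduction in frataxin-depleted yeast; strong numbers were not always called active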
# NOD1 NF-kB reporter: inhibition of NOD1-driven NF-kB reporter – cell-based, luminescence, uHTS, primary screen (AID 1578). NOD1-driven NF-kB luciferase reporter cells, luminescence; higher % means a stronger effect. hit rate 1% among 290,000. inhibition, % at 4 µM, or EC50 in µM where a hit was titrated; in the data active means inhibition mostly above about 36%, no sharp cut-off; inactive means mostly below about 34%;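 further: HEK-293T reporter cells stimulated with the NOD1 agonist gamma-tri-DAP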
# KOR beta-arrestin-2: KOR agonists, beta-arrestin recruitment, primary screen, cell-based, luminescence, uHTS (AID 1777). hit rate 0.02% among 280,000. activation, % at 10 µM; hits with a dose series show EC50 in µM. KOR beta-arrestin recruitment, luminescence; higher % means a stronger effect; in the data active means activation above about 50%, passing the limit was not always enough; further: a part of the inactive calls stands beside numbers as strong as those of hits
# NTR1 ag cell count 20 µM: further read-out of NTR1 ag, marked with its call; cell count; measured here: cell count, cytotoxicity flag
# * hit, by the source's call; i = inactive; · = not tested or not shown; [ ] = dose if it differs, or a comment. Unless noted, no stated cut-off is given here; in the data, active means inhibition above about 50%; inactive means the rest. An excerpt (hit frequency here may not be typical).
SMILES,TNAP activation fold,NOD2 inhibition,GPR55 beta-arrestin,NTR1 ag,NTR1 ag cell count 20 µM,ER stress rescue,KOR beta-arrestin-1,Yfh1-off respiration,NOD1 NF-kB reporter,KOR beta-arrestin-2
O=C1C2C3C=CC(C4CC34)C2C(=O)N1Cc1ccco1 (configuration not stated),1.1,22%,0.1%,0.5,33,-1.1%,16%,i,-4%,2.9%
CCNc1nc(NC(C)(C)C)nc(N2CCCCC2)n1,1.1,18%,-0.1%,15,93,-0.3%,-34%[20 µM],i,-3%,-5.5%
Cc1ccc(C(=O)O/N=C(\N)c2nonc2N)cc1,1.2,-8%,-0.1%,2.6,69,-2.0%,4%,i,-27%,-1.7%
c1cncc(-c2nn3c(Cn4nnc5ccccc54)nnc3s2)c1,1.1,-10%,0.2%,-0.6,65,-2.9%,-44%,i,-6%,3.5%
COc1ccc2[nH]c3c(=O)n(CCN4CCOCC4)cnc3c2c1,·,9%,0.5%,-1.3,48,·,15%,i,-4%,3.3%
O=C(O)c1ccc(NCc2nc3ccccc3n2Cc2ccccc2F)cc1,·,15%,0.5%,-1.8,65,·,30%,i,3%,-1.1%
CCn1c(CNC(=O)c2ccc(OC)c(OC)c2)nnc1SCC(=O)Nc1ccccc1,1,20%,0.1%,1.8,45,0.4%,33%,i,-27%,2.1%
COc1ccc(CCNC(=O)c2ccc(Cl)cc2)cc1OC,1.1,-28%,0.1%,0.0,53,-0.4%,11%,i,8%,-3.0%
CC1=CC(C)C2(COC(=O)Nc3ccccc3)COC(C)C1C2C (configuration not stated),1.1,-1%,-0.2%,1.3,45,3.0%,-26%,i,-32%,4.6%
COc1cc(NC(=O)CCN2CCN(Cc3ccccc3)CC2)cc(OC)c1,1.1,-2%,-0.4%,1.4,78,-2.8%,3%,i,-6%,-1.8%
Cc1noc(NS(=O)(=O)c2ccc(N/C=C/C(=O)c3ccc4c(c3)OCO4)cc2)c1C,1,-7%,-0.1%,-2.3,80,1.1%,27%,i,-1%,1.8%
COc1ccc(S(=O)(=O)N(C)CC(=O)N2CCOCC2)cc1,1.1,-4%,0.0%,-1.4,52,-2.3%,-17%,i,-19%,-0.6%
c1ccc(COc2ccccc2CNCc2cccnc2)cc1,1,2%,0.1%,2.2,52,-2.3%,-23%,i,7%,-3.5%
C=CCc1cccc(OC)c1OCCOCCn1ccnc1,1,-2%,-0.4%,0.7,42,0.2%,·,i,-35%,7.0%
Cc1ccc(-c2nn3c(C)nnc3s2)cc1NC(=O)c1cccnc1,1.1,-15%,-0.2%,-0.4,75,1.0%,-44%,i,-23%,7.9%
CCCN[C@@H]1C(=O)N2C(C(=O)OCCC)=C(C)CS[C@H]12,·,7%,-0.1%,-4.1,99,·,-12%[20 µM],·,-16%,-4.0%
N/C(=N\OC(=O)/C=C/c1ccccc1Cl)c1ccncc1,1.1,-110%,0.1%,0.5,39,-2.1%,33%,i,-50%,-2.2%
COc1cccc(Sc2ccccc2/C=N/NC(N)=O)c1,1.1,-68%,0.2%,1.1,43,0.1%,-52%,i,-40%,2.4%
CC(=O)c1c(O)cc(O)c(C(C)=O)c1O,·,1%,0.0%,-1.3,92,·,6%,i,2%,-2.0%
COc1ccc(C2=NNC(c3cccs3)=Nc3ccc(OC)cc32)cc1,1,5%,-0.2%,-0.2,38,0.0%,-5%,i,-16%,-5.0%

# Profiles from above:
# C=CCc1cccc(OC)c1OCCOCCn1ccnc1 across the screens: TNAP activation fold = 1; NOD2 inhibition = -2%; GPR55 beta-arrestin = -0.4%; NTR1 ag = 0.7; NTR1 ag cell count 20 µM = 42; ER stress rescue = 0.2%; KOR beta-arrestin-1 = ·; Yfh1-off respiration = i; NOD1 NF-kB reporter = -35%; KOR beta-arrestin-2 = 7.0%
# c1ccc(COc2ccccc2CNCc2cccnc2)cc1 across the screens: TNAP activation fold = 1; NOD2 inhibition = 2%; GPR55 beta-arrestin = 0.1%; NTR1 ag = 2.2; NTR1 ag cell count 20 µM = 52; ER stress rescue = -2.3%; KOR beta-arrestin-1 = -23%; Yfh1-off respiration = i; NOD1 NF-kB reporter = 7%; KOR beta-arrestin-2 = -3.5%

# Following part:
SMILES,TNAP activation fold,NOD2 inhibition,GPR55 beta-arrestin,NTR1 ag,NTR1 ag cell count 20 µM,ER stress rescue,KOR beta-arrestin-1,Yfh1-off respiration,NOD1 NF-kB reporter,KOR beta-arrestin-2
CC(C)n1cc(CN2CCCC(C(=O)Nc3ccccc3Oc3cccnc3)C2)cn1 (configuration not stated),·,1%,-0.1%,0.2,56,·,6%,·,-34%,0.5%
CCOC(=O)N1CCC(N2Cc3cccc(C(=O)N4CCN(c5cccc(C)c5C)CC4)c3C2=O)CC1,1.1,6%,0.1%,-0.8,78,0.8%,16%,i,28%,-3.9%
CCCCOC(=O)Nc1ccc(S(=O)(=O)Nc2ccc([N+](=O)[O-])cc2)cc1,1,-97%,-0.3%,-1.0,44,-0.8%,28%,i,-19%,-7.7%
CCc1cccc(C)c1N(C(=O)Cn1c(=O)[nH]c2ccccc21)C(C)COC (configuration not stated),1,11%,0.3%,0.0,68,-1.8%,·,i,0%,·
CCOC(=O)C1CCN(CC(=O)Nc2c(C(=O)OC)[nH]c3cccc(C)c23)CC1,1.1,5%,-0.2%,-0.7,62,-1.5%,2%,i,10%,-4.4%
CCN(C(=O)COC(=O)c1cc(-c2ccccc2)nn1-c1ccccc1)C1CCS(=O)(=O)C1 (configuration not stated),0.9,-10%,-0.2%,-0.6,52,1.2%,-33%,i,0%,4.2%
O=C(CCc1ccc(S(=O)(=O)NC2CCCCC2)cc1)NCc1ccc(Cl)cc1,1.1,8%,-0.2%,0.9,63,-3.7%,-2%,i,4%,0.1%
c1ccc(NC2=NCCN2CCC2CCCCC2)cc1,·,-8%,-0.2%,5.0,87,·,-7%[20 µM],·,-29%,-3.8%
CC(C)(CO)N=C1NS(=O)(=O)c2cc([N+](=O)[O-])ccc21,1.1,-4%,-0.2%,0.8,64,-0.5%,-3%,i,-41%,0.5%
CCCS(=O)(=O)N1CCC(C(=O)NCCCN(C)Cc2ccccc2)CC1,1,4%,-0.2%,-1.3,30,-2.3%,-30%,i,-14%,-2.3%
O=C(CCCn1c(=O)c2sccc2n(CC(=O)NCC2CCCO2)c1=O)NCc1ccco1 (configuration not stated),1.1,7%,0.7%,-1.4,55,-0.7%,8%,i,-21%,-4.7%
CCc1nnc(NC(=O)CSc2nnc(Cc3ccccc3)n2-c2ccc(OC)cc2)s1,1.1,9%,0.4%,-0.8,84,-3.2%,-27%,i,-18%,4.3%
CN1CCC(=O)N([C@H](CN=[N+]=[N-])c2ccccc2)CC1,·,13%,0.0%,0.8,35,·,-24%[20 µM],·,-3%,-1.2%
CCSc1nnc(-c2cc(Br)ccc2NC(C)=O)c(=O)[nH]1,·,14%,-0.1%,0.2,38,·,6%,i,-3%,-2.8%
Cc1cc(C)n(-c2nc3c(c(=O)n(C)c(=O)n3C)n2CCO)n1,1.1,6%,0.0%,-0.3,74,-0.6%,13%,i,-31%,0.3%
CC1S/C(=N/N=C/c2ccco2)NC1=O (configuration not stated),1,18%,0.1%,1.0,43,-2.3%,18%,i,-27%,-3.5%
COc1ccccc1N1CCN(/N=C/c2c(C)nn(-c3ccccc3)c2C)CC1,1,-5%,-0.3%,2.4,64,-1.1%,2%,i,-20%,-1.6%
O=C(Cc1cccc2ccccc12)NCCC1=CCCCC1,1.1,-28%,-0.3%,3.0,62,-0.6%,10%,i,-35%,2.6%
CSc1nc2c(cc1C#N)C(=O)CC(C)(C)C2,2.5,8%,0.2%,0.0,59,6.5%,-19%[20 µM],i,-22%,-6.2%
Cc1ccc(C2(C)NC(=O)N(Cc3c(C)noc3C)C2=O)cc1 (configuration not stated),1.1,-4%,-0.1%,1.4,45,-3.7%,7%,i,-10%,0.8%
COCCn1c(=NC(=O)C(C)(C)C)sc2cc([N+](=O)[O-])ccc21,1.4,-14%,-0.1%,-0.9,50,0.9%,18%,i,-33%,-1.1%
O=C(Cc1c(C(=O)O)[nH]c2ccc(Cl)cc12)Nc1ccc2c(c1)OCCO2,1,-1%,0.2%,-0.8,49,3.5%,-12%,i,-14%,-8.1%
COC(=O)Nc1ccc(S(=O)(=O)n2cnc3ccccc32)cc1,1.2,6%,0.2%,-0.1,70,0.9%,6%,i,5%,-1.1%
C/C(=N\N1C(=O)c2ccccc2NC1c1ccco1)c1ccccc1O (configuration not stated),1.2,-126%,0.4%,1.5,40,-1.2%,-15%,i,26%,-1.2%
COc1cccc(C(C(=O)NC(C)(C)C)N(C(=O)CCC(=O)Nc2cc(C)on2)C(C)C)c1OC (configuration not stated),1,4%,0.0%,-2.0,74,-3.5%,-13%,i,-8%,-2.1%
Cc1ccccc1CC1(CO)CCCN(C(=O)CCC(=O)c2ccccc2)C1 (configuration not stated),1,-13%,0.4%,0.8,94,0.9%,-16%,i,-27%,-5.3%
CN1CCN(C2=CC(=O)OC23CCCCC3)CC1,1.1,4%,-0.4%,0.3,47,-2.8%,-17%,i,-19%,11%
COc1cccc(/C=N/NC(=O)c2cc3cc([N+](=O)[O-])ccc3s2)c1O,2.1,-5%,-0.3%,·,·,-0.5%,-24%,i,-12%,-2.8%
O=C(NCc1ccccc1)NCC12CC3CC(CC(C3)C1)C2,1.2,-22%,-0.1%,3.7,49,-2.3%,5%,i,-38%,0.4%
COc1ccc(NC(=S)N2CCN(c3ncccn3)CC2)cc1,1,6%,-0.1%,-1.7,65,2.6%,-11%,i,-43%,-2.6%
CCN(CC(=O)NCc1cccs1)C(=O)c1ccc(S(=O)(=O)Nc2cccc(C)c2C)cc1,·,13%,-0.1%,0.9,61,·,-18%,·,-16%,3.1%
O=S(=O)(Cc1ccccc1)Nc1ccccc1,·,9%,-0.3%,-1.3,54,·,-44%[20 µM],·,-10%,2.8%
COc1cc(/C=C2\SC(=S)N(Nc3ncc(C(F)(F)F)cc3Cl)C2=O)ccc1O,0.6,14%,-0.1%,-1.0,83,-0.9%,20%,i,-26%,-4.5%
CCCCCCOc1ccc(N2C(=O)CC(N3CCN(CCN=CC4C(=O)CC(C)(C)CC4=O)CC3)C2=O)cc1 (configuration not stated),1.1,12%,0.1%,0.6,63,-0.3%,-6%,i,-10%,-3.0%
O=C(Nc1ccc(-c2nc3ccccc3o2)c(O)c1)c1cc(-n2cnnc2)ccc1Cl,1,32%,0.0%,2.5,96,0.6%,5%,i,56%,0.0%
CC1=C(C(=O)N2CCOCC2)C(c2ccc(OC(F)F)cc2)NC(=S)N1c1ccccc1 (configuration not stated),1.1,21%,-0.2%,-0.7,70,-2.0%,-23%,i,-39%,1.8%
COCCN1Cc2cccc(C(=O)Nc3cccc(-c4nc5ccccc5[nH]4)c3)c2C1=O,·,0%,-0.1%,9.4,66,·,-55%,i,-6%,0.2%
